# mouse EphA4 binding: inhibitors of EphA4 binding to KYL peptide, primary screen, biochemical, colorimetric, mouse EphA4 (AID 689); EphA4-AP binding to KYL peptide, pNPP A405; higher % means a stronger effect; actives 0.1% (n = 62,000); inhibition, % at 10 µM; hits with a dose series show IC50 in µM; in the data active means a potency from the dose series; inactive means the rest, 99 in 100 with inhibition below about 22%
# Numbers without * were called inactive. Not all compounds are listed (hit frequency here may not be typical).
SMILES,mouse EphA4 binding
COC(=O)CNC(c1ccccc1Cl)c1cc(Br)ccc1NC(=O)CCN1CCOCC1 (stereo not drawn),-13%
CC1(C)Cc2c(C#N)c(OCC(=O)c3ccccc3)nc(-c3ccoc3)c2CO1,6%
Cc1nc2c(C(=O)NCc3ccc(F)cc3)c[nH]n2c(=O)c1Cl,12%
Clc1ccc(-c2noc(CCCOc3ccccc3)n2)cc1,-11%
Cc1cc(NS(=O)(=O)c2ccc(NC(=O)CCCOc3ccccc3)cc2)no1,4%
CC1=NOC(=O)/C1=C/c1ccc(N(C)C)cc1,-3%
Cc1cccc(N(CC(=O)N/N=C/c2ccc(OCC(=O)NCc3ccco3)cc2)S(C)(=O)=O)c1C,-11%
CC(C)(C)n1nc2c(c1NC(=O)c1ccc(S(=O)(=O)N3CCCCC3)cc1)CS(=O)C2 (stereo not drawn),7%
Cc1nc2c(C)cccn2c1/C(O)=C1\C(=O)C(=O)N(CCN(C)C)C1c1ccncc1 (stereo not drawn),-16%
CCCSc1nnc2n(N)c(=O)c3ccccc3n12,-14%
COc1ccc(N(C)S(=O)(=O)c2c(C)[nH]c(=O)[nH]c2=O)c(OC)c1,-10%
O=C(CSc1nnnn1-c1cccnc1)Nc1ccc(OCc2ccccc2)cc1,-2%
CCOc1cc(C(C#N)N2CCCCC2)ccc1OC (stereo not drawn),-10%
COC(=O)c1ccc(Cn2cnc3c(cnn3-c3ccc(F)cc3)c2=O)o1,9%
Nc1ccc2ncccc2c1,11%
N#Cc1ccc(Cn2c(=O)c(C#N)c3n(c2=O)CCC3)cc1,0%
O=C1C(=O)N(C2CCCC2)C(=O)N1C1CCCCC1,-7%
COc1cc(CN2CCN(c3ccc(C)cc3)CC2)cc([N+](=O)[O-])c1O,6%
COC(=O)C(NC(C)=O)(Nc1nc(C)cs1)C(F)(F)F (stereo not drawn),-17%
CN(C)c1ccnc(-n2cccc2/C=N/OCc2ccccc2)c1C#N,1%
O=C(NNc1nc2ccccc2nc1C(F)(F)F)c1ccccc1,4%
Cc1nn(Cc2c(Cl)cccc2Cl)c(C)c1NC(=O)/C=C/c1cnn(C)c1C,-2%
CC(C)CCn1c(Cl)nc2c1c(=O)n(C)c(=O)n2C,1%
CCOC(=O)N1CCC(NC(=O)c2cc(C(=O)Nc3ccc(OC)c(OC)c3)ccc2CO)CC1,7%
COc1cccc(-n2c(C)n[nH]c2=O)c1,-12%
OC(COCC1COc2ccccc2O1)CN1CCN(c2ccccn2)CC1 (stereo not drawn),0%
O=C(NCCc1ccc(Cl)cc1)C1CCN(S(=O)(=O)N2CCCC2)CC1,-3%
Cc1ccc(S(=O)(=O)NCCNC(=O)CN2CCCC2)cc1,-1%
Cc1ccc(S(=O)(=O)N2CCN(Cc3nc4ccccc4[nH]3)CC2)cc1C,-5%
CSc1sc(C)cc1C1C(C#N)=C(N)N(c2cccnc2)C2=C1C(=O)CCC2 (stereo not drawn),-10%

# Gathered by group, the entries above with fluorine (four)
SMILES,mouse EphA4 binding
Cc1nc2c(C(=O)NCc3ccc(F)cc3)c[nH]n2c(=O)c1Cl,12%
COC(=O)c1ccc(Cn2cnc3c(cnn3-c3ccc(F)cc3)c2=O)o1,9%
COC(=O)C(NC(C)=O)(Nc1nc(C)cs1)C(F)(F)F (stereo not drawn),-17%
O=C(NNc1nc2ccccc2nc1C(F)(F)F)c1ccccc1,4%

# The listing continues:
SMILES,mouse EphA4 binding
O=S(=O)(NCc1cccnc1)c1ccc(Cl)s1,-18%
COc1ccc(C(=O)Nc2ccc(NC(=O)c3ccco3)c(OC)c2)cc1Cl,-6%
O=C(O)CCCC(=O)N(Cc1ccccc1)Cc1ccccc1,-5%
CC(C)Oc1ccc(C(=O)N2CCCc3ccccc32)cc1,4%
O=c1[nH]c(=S)[nH]nc1Cc1ccccc1,8%
Cc1cccc(CSC2=CS(=O)(=O)c3ccccc3N2)c1,-5%
CC1(C)CC(=O)N(CC(=O)O)c2ccccc2S1,-16%
O=C(c1ccc([N+](=O)[O-])cc1)N1CCSC1c1ccc2c3c(cccc13)CC2 (stereo not drawn),-18%
CCN(CC)S(=O)(=O)c1cccc(C(=O)Nc2sc3c(c2C(N)=O)CCCC3)c1,-16%
COc1ccc(OC)c(C(=O)Cn2nnc3ccccc3c2=O)c1,-14%
C=CCOC(=O)C1=C(C)NC2(O)c3ccccc3C(=O)C12O (stereo not drawn),-4%
COc1ccc(S(=O)(=O)NCc2ccc3c(c2)cc(C)n3C)cc1,14%
CC(=O)N(CCC(c1ccccc1)c1ccco1)Cc1cccs1 (stereo not drawn),19%
O=C(Nc1ccccc1)N1CCCC(c2nc(-c3cccs3)no2)C1 (stereo not drawn),-7%
O=C(Nc1ccc2c(c1)OCO2)c1noc2c1CCCCC2,-11%
COC(=O)C(C)Oc1ccc2ccc(=O)oc2c1 (stereo not drawn),-8%
CC(C)CC(=O)NCCc1ccncc1,6%
Nc1ccc(Nc2nc(-c3ccc(Br)cc3)cs2)cc1,-3%
CCCn1c(SC2C(=O)CC(C)(C)CC2=O)nc2c1c(=O)n(C)c(=O)n2C,-20%
CC(C)OP(=O)(OC(C)C)C1(O)C(=O)Nc2ccccc21 (stereo not drawn),-9%
O=C(CCCn1c(SCC(=O)c2ccc(F)cc2)nc2ccccc2c1=O)NCc1ccccc1,-3%
COc1ccc2[nH]c(C)c(CCN3C(=O)C4C5C=CC(C5)C4C3=O)c2c1 (stereo not drawn),-37%
COc1ccc(O)c(/C=N/NC(=O)c2ccc(OCc3cccc(Br)c3)cc2)c1,1%
Cc1c(NC(=O)C2CCCN2S(=O)(=O)c2ccc(Cl)cc2)c(=O)n(-c2ccccc2)n1C (stereo not drawn),-5%
Cc1cc(C(=O)Nc2sc(C)c(-c3ccc(F)cc3)c2C(N)=O)no1,7%
CC(C)Cn1cc(C(=O)N2CCN(c3ccccn3)CC2)c2c3ccccc3n(C)c2c1=O,0%
O=C(Nc1ccc(F)c(F)c1)c1cccnc1,-23%
COc1ccc(NC(=O)CCCCCN2C(=O)CCC2=O)cc1Cl,-8%
COc1ccc(NC(=O)c2ccc(OC(=S)N(C)c3ccc(OC)cc3)cc2)cc1,-11%
COc1ccc2nc(NC(=O)CN(c3ccc(C)cc3)S(=O)(=O)c3c(C)nn(C)c3C)sc2c1,6%
Cc1ccc(Nc2nc(C)c(CCC(C)C)c(=O)[nH]2)cc1,-7%
Cn1c(Oc2ccc(Cl)c3cccnc23)nc2c1c(=O)n(Cc1ccccc1Cl)c(=O)n2C,-2%
CCNc1nc(Oc2ccc(=O)n(-c3ccccc3)n2)nc(N(C)C)n1,-2%
COc1cccc(-n2nc(C(=O)N3CC(C)CC(C)C3)c3ccccc3c2=O)c1 (stereo not drawn),-7%
Cc1ccc(Cc2cnc(N)s2)o1,-3%
COCCCn1c(SCc2ccc(OC)cc2)nc2cc(OC)c(OC)cc2c1=N,-14%
C/C(Cl)=C\CSc1nnc2n(N)c(=O)c3ccccc3n12,0%
O=C(CCOc1ccccc1)OCC(=O)c1cc2ccccc2o1,29%
CC1Cc2ccccc2N1S(=O)(=O)c1cccc(C(=O)NCCCO)c1 (stereo not drawn),-15%
COc1ccc(C(=O)N(Cc2ccccc2)c2ccccn2)c(OC)c1,3%
CCCn1c(SCC(=O)NC2CCCCC2)nnc1-c1ccncc1,-6%
COc1ccc(C(NC(=O)c2ccco2)c2ccc(OC)c(OC)c2)cc1OC,-10%
O=C(CSc1nnnn1Cc1ccccc1)c1ccccc1,-16%
CC(C)(C)c1ccc(OCC(=O)N/N=C/c2cc(Br)ccc2OC(=O)c2ccco2)cc1,-1%
Cc1ccc(-c2noc(CCCc3ccccc3)n2)cc1,1%
COc1ccc(/C(N)=N/OC(=O)c2ccc3c(c2)OCO3)cc1OC,-10%
Cc1ccc(Nc2nnc(SCc3cc(=O)n4ccsc4n3)s2)c(C)c1,2%
Cc1cccc(N2CCN(C(=O)CN(C)S(=O)(=O)c3ccc4c(c3)CCC(=O)N4)CC2)c1C,-11%
CN1C(=S)SC(N(O)C(=O)Nc2cccc3ccccc23)C1(C)C (stereo not drawn),-14%
Cc1ccc(CS(=O)(=O)CCC(=O)NCc2cccs2)cc1,-5%

# Nothing new here: 27 of the compounds above.
SMILES,mouse EphA4 binding
Cc1c(NC(=O)C2CCCN2S(=O)(=O)c2ccc(Cl)cc2)c(=O)n(-c2ccccc2)n1C (stereo not drawn),-5%
Cc1cc(C(=O)Nc2sc(C)c(-c3ccc(F)cc3)c2C(N)=O)no1,7%
CC(C)Cn1cc(C(=O)N2CCN(c3ccccn3)CC2)c2c3ccccc3n(C)c2c1=O,0%
O=C(Nc1ccc(F)c(F)c1)c1cccnc1,-23%
COc1ccc(NC(=O)CCCCCN2C(=O)CCC2=O)cc1Cl,-8%
COc1ccc(NC(=O)c2ccc(OC(=S)N(C)c3ccc(OC)cc3)cc2)cc1,-11%
COc1ccc2nc(NC(=O)CN(c3ccc(C)cc3)S(=O)(=O)c3c(C)nn(C)c3C)sc2c1,6%
Cc1ccc(Nc2nc(C)c(CCC(C)C)c(=O)[nH]2)cc1,-7%
Cn1c(Oc2ccc(Cl)c3cccnc23)nc2c1c(=O)n(Cc1ccccc1Cl)c(=O)n2C,-2%
CCNc1nc(Oc2ccc(=O)n(-c3ccccc3)n2)nc(N(C)C)n1,-2%
COc1cccc(-n2nc(C(=O)N3CC(C)CC(C)C3)c3ccccc3c2=O)c1 (stereo not drawn),-7%
Cc1ccc(Cc2cnc(N)s2)o1,-3%
COCCCn1c(SCc2ccc(OC)cc2)nc2cc(OC)c(OC)cc2c1=N,-14%
C/C(Cl)=C\CSc1nnc2n(N)c(=O)c3ccccc3n12,0%
O=C(CCOc1ccccc1)OCC(=O)c1cc2ccccc2o1,29%
CC1Cc2ccccc2N1S(=O)(=O)c1cccc(C(=O)NCCCO)c1 (stereo not drawn),-15%
COc1ccc(C(=O)N(Cc2ccccc2)c2ccccn2)c(OC)c1,3%
CCCn1c(SCC(=O)NC2CCCCC2)nnc1-c1ccncc1,-6%
COc1ccc(C(NC(=O)c2ccco2)c2ccc(OC)c(OC)c2)cc1OC,-10%
O=C(CSc1nnnn1Cc1ccccc1)c1ccccc1,-16%
CC(C)(C)c1ccc(OCC(=O)N/N=C/c2cc(Br)ccc2OC(=O)c2ccco2)cc1,-1%
Cc1ccc(-c2noc(CCCc3ccccc3)n2)cc1,1%
COc1ccc(/C(N)=N/OC(=O)c2ccc3c(c2)OCO3)cc1OC,-10%
Cc1ccc(Nc2nnc(SCc3cc(=O)n4ccsc4n3)s2)c(C)c1,2%
Cc1cccc(N2CCN(C(=O)CN(C)S(=O)(=O)c3ccc4c(c3)CCC(=O)N4)CC2)c1C,-11%
CN1C(=S)SC(N(O)C(=O)Nc2cccc3ccccc23)C1(C)C (stereo not drawn),-14%
Cc1ccc(CS(=O)(=O)CCC(=O)NCc2cccs2)cc1,-5%

# (continued)
SMILES,mouse EphA4 binding
O=C(O)CCN1C(=O)c2ccncc2C1=O,1%
Cc1ccc(NS(=O)(=O)c2ccc(NC(=O)[C@@H]3CCCC[C@@H]3C(=O)O)cc2)c(C)c1,-4%
COc1ccc(NC(=O)C2C(=O)N(CCO)C3(C)CC2c2ccccc2O3)cc1 (stereo not drawn),-15%
CCCCCOc1ccccc1C(=O)NCC(=O)O,-3%
C=CCc1ccc(OCCOCCOc2cccc3ccc(C)nc23)c(OC)c1,-7%
COc1ccc(-c2cc(C(F)(F)F)nc(N3CCN(C)CC3)n2)cc1OC,-3%
O=C1c2ccccc2C(=O)c2c1ccc(C(=O)N1CCCCC1)c2NCCO,-7%
CCOc1ccc2nc(SCC(=O)NCc3ccco3)sc2c1,-15%
CCOc1cccc(C2C(C#N)=C(N)Oc3cc(C)n(Cc4ccccn4)c(=O)c32)c1OCC (stereo not drawn),-9%
Cn1c(-c2cccc(Cl)c2)n[nH]c1=S,-6%
CC(C)(C)NC(=O)CSC(=Nc1cccc(F)c1)NC#N,-11%
O=C(NC1CCN(C(=O)NC2CCCCC2)CC1)c1ccco1,-5%
O=C1c2ccccc2C(=O)c2c1cccc2N1CCOCC1,-4%
CC(C)OC(=O)/C=C(\N)c1ccccc1,-10%
O=[N+]([O-])c1ccc(/C=N/Nc2cc(Cl)nc(-c3ccccc3)n2)cc1,-5%
O=C(CCc1nc2cccnc2n1Cc1ccccc1)NCCc1ccc(Cl)cc1,-10%
O=S(=O)(/N=C(/c1ccc(Cl)cc1)N1CCOCC1)c1ccc(Cl)cc1,-9%
N#Cc1c(-c2ccco2)nc(SCC(=O)Nc2cccc(Cl)c2)[nH]c1=O,-5%
O=C(O)Cn1ccnc1,-5%
Cc1cc(Cl)ccc1OCC(=O)Nc1ccc(F)c([N+](=O)[O-])c1,-6%
CC1CCCN(CC(O)COCC2COc3ccccc3O2)C1 (stereo not drawn),1%
CCOC(=O)c1sc(NC(=O)CSc2nnc(C(C)C)n2CC)nc1C,-10%
CCOC(=O)Cn1c(C)cc(=O)c2cccc(C)c21,-3%
CCOC(=O)N1CCN(S(=O)(=O)c2ccc3c(c2)CCN3C(=O)CC)CC1,-16%
CCOC(=O)c1c(CC(C)C)csc1NC(=O)C(C)C,-10%
Cn1c2c(c3ccccc31)CCSC2=O,-7%
CC(C)NC(=O)COC(=O)c1ccc(Oc2ccccc2)cc1,-15%
COc1ccc(Cl)cc1NC(=O)NC1CCCCC1,-6%

# Screening results from PubChem BioAssay.
